# Screens deposited in PubChem BioAssay by several laboratories.
# Siah-1 displacement – blockers of Siah-1 interaction with plectin peptide – biochemical, fluorescence polarization, rhodamine-plectin, uHTS, primary screen (AID 1817). displacement, % at 20 µM, or IC50 in µM where a hit was titrated. hit rate 0.02% among 290,000. Siah-1 / rhodamine-plectin peptide fluorescence polarization; higher % means a stronger effect;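 active means displacement of at least 50% at 20 µM, with a fluorescence ratio check between 0.3 and a set limit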;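 further: plate controls were Siah plus tracer with DMSO for no effect and tracer alone without Siah for full effect; strong numbers were not always called active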
# M1AAP inhibition – malaria alanyl aminopeptidase activity blockers – biochemical, fluorogenic H-Leu-NHMec substrate, 1536-well (AID 1445). inhibition, % at 30 µM; hits with a dose series show IC50 in µM. recombinant M1AAP, H-Leu-NHMec fluorogenic kinetic assay; higher % means a stronger effect. hit rate 0.42% among 220,000;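 active means primary inhibition above the hit cutoff, then over 50% inhibition at one or more dose response concentrations, cut at about 23% in these data, passing the limit was not always enough; inconclusive means conflicting primary data, or primary hits not chosen for dose response; inactive means low primary inhibition, or under 50% at every dose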;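 further: plate controls were DMSO full reaction for no effect and no enzyme background for full effect; strong numbers were not always called active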
# AID2073 – disruptors of CaV2.2 binding to Mint1 – biochemical, HTRF (AID 2073) | HTRF protein-protein interaction, Mint1-CaV2.2; higher % means a stronger effect | inhibition, % at 20 µM; hits with a dose series show IC50 in µM | hit rate 0.19% among 290,000; in the data active means inhibition mostly above about 51%, no sharp cut-off; inconclusive means no clear call, values can overlap the other calls; inactive means mostly below about 53%; further: some results filed as inactive read as strong as hits
# M17LAP inhibition – P. falciparum M17LAP inhibitors, primary screen, biochemical, fluorogenic H-Leu-NHMec substrate, 1536-well (AID 1619); recombinant M17LAP, H-Leu-NHMec fluorogenic kinetic assay; higher % means a stronger effect; inhibition, % at 30 µM; hits with a dose series show IC50 in µM; hit rate 0.38% among 220,000;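 active means compound inhibiting the enzyme by more than half at any dose during confirmatory dose-response retesting; inconclusive means strong single-dose inhibitors picked by rank but not retested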;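 further: plate controls were full reaction with DMSO carrier for no effect and no enzyme background for full effect; strong numbers were not always called active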
# XIAP antagonists – XIAP antagonists, biochemical, IAP family, fluorescence polarization (AID 1018); XIAP BIR domain, fluorescence polarization peptide displacement; higher % means a stronger effect; displacement, % at 20 µM; hits with a dose series show IC50 in µM; hit rate 0.007% among 200,000; in the data active means displacement above about 50%; further: a part of the inactive calls stands beside numbers as strong as those of hits
# Lipid droplet – modulators of hepatic lipid droplet formation; AML12 mouse hepatocytes, oleate lipid droplets, BODIPY imaging; inhibition, % at 6.5 µM; hit rate 0.4% among 240,000;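 active means lipid droplet intensity inhibited by at least 50%, with more than 500 cells counted; inconclusive means wells with under 300 cells, treated as cytotoxic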
#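 Test system: AML12 hepatocytes (mouse); reagent: oleate loading, 100 µM; dosing: one dose, 6.5 µM compound; incubation: overnight exposure; signal: fluorescence imaging, 20x objective, two fields per well; read-out basis: % inhibition of corrected integrated BODIPY droplet signal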
# NOD2 inhibition – inhibition of NOD2-driven NF-kB reporter – cell-based, luminescence, uHTS, HEK293 (AID 1566); HEK293 NOD2/NF-kB luciferase reporter, luminescence; higher % means a stronger effect; one-dose inhibition, % at 4 µM; EC50 in µM for titrated hits; hit rate 0.63% among 290,000; further: many of its hits are not listed in these tables
# ER stress rescue – protection against thapsigargin-triggered cell killing – 384-well, CSM14.1, ATP luminescence, primary screen (AID 1222); CSM14.1 thapsigargin-induced death rescue, ATP luminescence; higher % means a stronger effect; one-dose cellular ATP content (survival), % at 20 µM; EC50 in µM for titrated hits; 190,000 tested, under 10 active;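 active means EC50 below 50 µM in the dose-response confirmation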;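 further: death triggered by thapsigargin at about 15 µM added after 2 h compound pretreatment; cell ATP read after overnight thapsigargin exposure of roughly 18 to 22 hours; normalized against plate controls of thapsigargin alone and 5% DMSO vehicle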
# LYP phosphatase – inhibitors of LYP phosphatase, biochemical, fluorescence intensity, uHTS (AID 1779); recombinant LYP phosphatase, fluorescence intensity; higher % means a stronger effect; one-dose inhibition, % at 11.5 µM; IC50 in µM for titrated hits; hit rate 0.054% among 290,000;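 further: plate controls were vehicle with enzyme for no effect and no enzyme for full effect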
# Lipid droplet cells 6.5 µM – second read-out of Lipid droplet, no call of its own (marks repeat the call); cell count; measured here: cell count, cytotoxicity flag;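 cells counted across two imaged fields per well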
# * = called active by the depositor; ? = inconclusive; . = no result given. Unless noted, no stated cut-off is given here; in the data, active means inhibition above about 50%; inactive means the rest. Not all compounds are listed; rates above refer to the full screens.
# Preview, 3 compounds:
# Second line of a record – M17LAP inhibition	Lipid droplet cells 6.5 µM	LYP phosphatase	AID2073	ER stress rescue	XIAP antagonists	Siah-1 displacement	M1AAP inhibition	Lipid droplet	NOD2 inhibition
- CCOC(=O)/C(=N\Nc1ccccc1Cl)N1CCN(Cc2ccccc2)CC1
 : -1%	692	-4%	8%	-0.9%	11%	-1%	8%	-4	-12%
- COc1ccc(C(OCC(O)CNC(C)c2ccccc2)c2ccc(OC)cc2)cc1 (stereo not drawn)
 : .	716	3%	?	.	.	0%	.	-13	-19%
- N/C(Cc1ccc([N+](=O)[O-])cc1)=N\OC(=O)COc1ccccc1Cl
 : 8%	634	2%	-1%	0.2%	-26%	-2%	1%	-7	13%

# The listing, from the start:
# Second line of a record – M17LAP inhibition	Lipid droplet cells 6.5 µM	LYP phosphatase	AID2073	ER stress rescue	XIAP antagonists	Siah-1 displacement	M1AAP inhibition	Lipid droplet	NOD2 inhibition
- CCOC(=O)/C(=N\Nc1ccccc1Cl)N1CCN(Cc2ccccc2)CC1
 : -1%	692	-4%	8%	-0.9%	11%	-1%	8%	-4	-12%
- COc1ccc(C(OCC(O)CNC(C)c2ccccc2)c2ccc(OC)cc2)cc1 (stereo not drawn)
 : .	716	3%	?	.	.	0%	.	-13	-19%
- N/C(Cc1ccc([N+](=O)[O-])cc1)=N\OC(=O)COc1ccccc1Cl
 : 8%	634	2%	-1%	0.2%	-26%	-2%	1%	-7	13%
- CCn1c(COc2ccc(C)cc2)nnc1SCC(=O)Nc1ccc(S(N)(=O)=O)cc1
 : 0%	.	-12%	3%	-0.4%	-3.1%	2%	17%	.	10%
- O=C(COc1ccc2ccccc2c1)N1CCNCC1
 : .	784	-4%	-3%	.	.	4%	.	-1	9%
- O=C(NCCN1CCOCC1)c1cc2n(n1)C(C(F)(F)F)CC(c1ccc(F)cc1)N2 (stereo not drawn)
 : 19%	.	-13%	0%	-0.5%	-5.2%	-9%	4%	.	-6%
- O=C(O)COCC(=O)Nc1ccc(-n2cnnn2)cc1
 : 11%	741	-5%	2%	-0.8%	-3.8%	2%	0%	2	12%
- Nc1ccc(CCS(N)(=O)=O)cc1
 : -12%	.	-8%	0%	0.3%	-2.1%	0%	6%	.	12%
- N#Cc1c(NC(=O)CCCC(=O)O)sc2c1CCCCC2
 : 23%	693	-3%	12%	-6.7%	-2.7%	-1%	6%	-2	14%
- O=C(O)CCn1cc(/C=C2\SC(=S)NC2=O)c(-c2ccccc2)n1
 : 7%	642	3%	14%	-0.1%	-9.2%	-2%	3%	23	-9%

# Single entries from the list.
# Result of `N/C(Cc1ccc([N+](=O)[O-])cc1)=N\OC(=O)COc1ccccc1Cl` under Siah-1 displacement: -2%
# Result of `O=C(NCCN1CCOCC1)c1cc2n(n1)C(C(F)(F)F)CC(c1ccc(F)cc1)N2` (stereo not drawn) under ER stress rescue: -0.5%

# Continuation:
# Second line of a record – M17LAP inhibition	Lipid droplet cells 6.5 µM	LYP phosphatase	AID2073	ER stress rescue	XIAP antagonists	Siah-1 displacement	M1AAP inhibition	Lipid droplet	NOD2 inhibition
- O=C(CCC1CCCCC1)NNC(=O)NC12CC3CC(CC(C3)C1)C2
 : -1%	836	-6%	-4%	0.7%	-8.6%	-3%	-1%	3	-2%
- CCN(CC)C(=O)COc1ccc2c(c1)C(=O)CC(C)(C)O2
 : -40%	735	-11%	22%	-1.2%	-8.3%	-1%	16%	5	14%
- Nc1nc(SCC(=O)Nc2cc(S(=O)(=O)N3CCOCC3)ccc2Cl)n[nH]1
 : 4%	717	2%	-1%	-2.0%	-2.3%	2%	10%	6	12%
- COC(=O)CCN(C(=O)c1cccc([N+](=O)[O-])c1)c1ccccn1
 : -17%	654	-1%	2%	-1.3%	-9.5%	7%	3%	22	20%
- Cc1ccc2c(C)c(C(=O)N(Cc3ccc(N(C)C)cc3)C3CCS(=O)(=O)C3)oc2c1 (stereo not drawn)
 : .	735	-2%	1%	.	.	-8%	.	2	-4%
- COC(=O)c1ccc2c(c1)C(=O)/C(=C/c1ccc(O)cc1)O2
 : 7%	638	-7%	13%	-2.6%	-10%	-1%	2%	1	-28%
- CCOc1ccccc1N1CCN(C(=O)c2cc(C)oc2C)CC1
 : -4%	754	-3%	23%	-0.4%	-0.2%	2%	8%	-15	6%
- O=c1cc(Cc2nnc(SCc3ccccc3)n2-c2ccc(Cl)cc2)[nH]c(=O)[nH]1
 : -4%	701	2%	0%	-2.3%	-4.9%	-4%	-4%	27	29%
- CCCC(=O)Nc1nc(CC(=O)OCC)cs1
 : -12%	656	4%	-2%	.	-6.8%	4%	-4%	-4	0%
- CC(C)C(=O)N1CCC(Cc2ccccc2)CC1
 : .	857	-5%	6%	.	.	4%	.	-1	-6%
- O=C(Nc1ncccn1)c1cc(-c2cccc(Br)c2)nc2ccccc12
 : 8%	623	2%	6%	-0.4%	-1.6%	1%	12%	5	3%
- O=C(O)C(O)C(O)c1nc2ccccc2[nH]1 (stereo not drawn)
 : 6%	705	-5%	-4%	-0.8%	-2.8%	5%	1%	10	21%
- Cc1ccc(C(=O)N2CCN(c3ccc([N+](=O)[O-])c(N4CCOCC4)c3)CC2)cc1
 : -1%	679	6%	1%	2.7%	-7.4%	3%	13%	21	19%
- CC1(C)CC(=O)C2=C(C1)N(Cc1cccnc1)C(=O)C2(NC(=O)c1cccnc1)C(F)(F)F (stereo not drawn)
 : 2%	.	-8%	?	1.6%	-3.9%	0%	7%	.	14%
- Cc1cccc(OCC(=O)NCC(=O)N/N=C/c2ccc(N(C)C)cc2)c1
 : .	716	-12%	13%	.	.	2%	.	4	-7%
- S=C(NCCc1ccccc1)Nc1ccc(N2CCCCC2)cc1
 : .	865	-2%	19%	.	.	-3%	.	-1	36%
- Cc1ccc(S(=O)(=O)NN2C(=O)c3ccccc3NC2(C)C)cc1
 : -162%	683	-2%	13%	-7.3%	-7.7%	-9%	2%	-14	4%
- CC12CCC(c3n[nH]c(=S)nc31)C2(C)C (stereo not drawn)
 : 29%	712	-4%	-15%	-2.6%	4.4%	3%	-1%	-7	12%
- CCOc1ccc(Cn2ccnc2)cc1[N+](=O)[O-]
 : 1%	561	-6%	9%	-0.7%	-3.7%	10%	-3%	-7	8%
- COc1ccccc1Oc1ccc(S(=O)(=O)Nc2cccnc2)cc1
 : 3%	717	-4%	-3%	.	-2.7%	-1%	1%	-1	29%
- COc1ccc(S(=O)(=O)Nc2noc3ccccc23)cc1
 : .	678	-12%	17%	.	.	0%	.	1	2%
- NC1=NC[C@@H](Cc2ccc(O)cc2)N1CCCCC1CCCCC1
 : -9%	729	-9%	-6%	.	.	13%	1%	15	-2%
- Clc1ccc2nc(CN3CCCCCC3)cn2c1
 : 9%	.	-12%	3%	-0.8%	-3.7%	-3%	7%	.	12%
- CC(C)CCn1c(S(=O)(=O)O)nc2ccccc21
 : -92%	.	-5%	5%	1.9%	-4.2%	8%	-3%	.	7%
- CCc1nc(SCC(N)=O)c2c(=O)n(C)c(=O)n(C)c2n1
 : -2%	665	3%	-1%	-3.2%	-5.5%	1%	-2%	-4	-6%
- CNC(=O)C1(CC(C)C)C=CCN1C(C)=O (stereo not drawn)
 : -6%	761	-6%	-2%	-3.8%	-7.2%	-4%	2%	18	5%
- CC(C)c1onc(C(=O)Nc2cccnc2Cl)c1[N+](=O)[O-]
 : 1%	742	-3%	3%	-15%	-5.9%	-1%	-1%	12	-3%
- O=S(=O)(c1ccc(F)cc1)N1CCN(CC(O)COCc2cccs2)CC1 (stereo not drawn)
 : 10%	.	-6%	-8%	0.1%	-2.5%	6%	-11%	.	-7%
- CCOC(=O)N1CCN(C(=O)c2cccc(OC)c2O)CC1
 : 12%	755	-7%	-1%	-0.9%	-3.7%	1%	7%	10	0%
- O=C(C1=NN[C@@H]2C(=O)N(Cc3ccccc3)C(=O)[C@H]12)c1ccc([N+](=O)[O-])cc1
 : 8%	740	-5%	18%	.	.	-4%	3%	-23	18%
- COc1cnc(-c2ccccn2)nc1Oc1ccc(F)cc1F
 : -4%	.	0%	-5%	-0.9%	-1.3%	4%	-6%	.	-8%
- CCC(C)[C@@H](C(=O)Nc1ccc2c(c1)OCO2)N1Cc2ccccc2C1=O (stereo partly drawn)
 : 6%	.	-6%	-8%	4.2%	-5.0%	-5%	-5%	.	1%
- COc1cccc(-c2cc(C(=O)N3CCN(c4ccccc4OC)CC3)no2)c1
 : .	670	-10%	17%	.	.	-7%	.	-1	34%
- CCOC(=O)C1=C(C)NC(=O)NC1C (stereo not drawn)
 : -3%	692	-2%	1%	.	2.2%	-1%	3%	-10	8%
- O=S1(=O)CCOC[C@H](c2ccccc2)N1Cc1cccc(F)c1
 : .	769	-4%	4%	.	.	-2%	.	-2	13%
- O=C(COC(=O)C1(c2cccc(F)c2)CCCC1)NCc1ccc2c(c1)OCO2
 : 4%	599	-2%	17%	0.0%	-0.8%	0%	8%	-2	-21%
- CCOc1ccc(-n2c(O)c(/C=N/c3ccnn3Cc3ccncc3)c3ccccc3c2=O)cc1
 : -6%	728	-1%	36%	.	-5.0%	4%	8%	-9	-1%
- COc1ccc(CCNC(=O)CCNC(=O)c2ccccc2Cl)cc1
 : .	800	-6%	-8%	.	.	4%	.	-7	17%
- CC(C)n1c(C(O)c2ccc3c(c2)OCO3)nc2ccccc21 (stereo not drawn)
 : -1%	.	-8%	4%	-0.7%	-1.6%	-1%	4%	.	7%
- CCCNC(=O)CN1CCN(c2cc3ccccc3c(Cl)n2)CC1
 : .	707	-9%	11%	.	.	-2%	.	-19	-7%
- Cc1cc(-c2ccccc2)nc2cc(C(=O)N(Cc3ccccc3)Cc3ccccc3)nn12
 : 5%	718	-3%	5%	-1.7%	-3.8%	25%	7%	4	4%
- COc1ccc(NC(=O)C(Cc2cc(C)cc(C)c2)C(C)C(=O)O)cc1 (stereo not drawn)
 : .	.	-7%	-3%	.	.	0%	.	.	4%
- COc1cccc(N2CCN(c3ncccn3)CC2)c1
 : 14%	.	-5%	-1%	-0.6%	-6.0%	-2%	11%	.	-19%
- O=C1CC(c2cccs2)Sc2nc3ccccc3n21 (stereo not drawn)
 : 3%	743	-3%	-3%	-1.3%	1.1%	-4%	4%	3	-73%
- CCN(C(=O)COC(=O)c1ccc(Cl)cc1N)C1CCCCC1
 : 0%	667	-2%	7%	-0.5%	-3.8%	0%	0%	-16	6%
- CC1CN(c2nnnn2-c2ccccc2)CC(C)O1 (stereo not drawn)
 : 12%	.	-2%	8%	0.9%	-0.6%	7%	3%	.	4%
- Cc1nc(-c2cccc3ccccc23)ccc1C(=O)O
 : 9%	713	-2%	9%	-4.0%	-4.7%	-3%	1%	-2	2%
